Screening data as filed in PubChem.
NF-kB expr up – activators of NF-kB expression in neurons, primary screen, cell-based, HTS; fold change at 12.5 µM; human neuronal cells, NF-kB reporter expression; hits give high values; actives 1.6% (n = 190,000); in the data active = fold change above about 3.3
APP 5'UTR act – activators of APP 5'UTR luciferase reporter, primary screen, SH-SY5Y cells | SH-SY5Y APP 5'UTR luciferase reporter, luminescence; zero percent = DMSO vehicle wells | activation, % at 2 µM | actives 1% (n = 190,000);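 active = activation above a set limit, based on mean plus 3 SD of controls, cut at about 140% in these data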; note: values of inactives mirror those of a sister screen read the other way
DTT redox prof – compounds producing H2O2 with reducing agent – biochemical, NIH compound library profiling, artefact control for MLSCN library redox annotation, primary screen; activation, % at 10 µM; AID 878, 2007; actives 0.03% (n = 200,000); DTT-dependent redox cycling H2O2, phenol red/HRP absorbance; 100% = 100 µM peroxide control, 0% = buffer;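 active = activation of at least 50% relative to the plate's high and low controls in the primary single-dose screen; inactive = activation below 50%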;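 note: compound incubated with DTT at 0.8 mM final as the reducing agent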
STAT1 act – STAT1 signaling activators, primary screen, cell-based, HTS, luciferase reporter; NIH 3T3 STAT1-luciferase reporter, IFN-gamma, luminescence; 100% = IFN-gamma alone, no compound; activation (% of control), % at 5.5 µM; actives 2.6% (n = 200,000); AID 932, 2007;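 active = activation above the screen-wide mean activation plus 3 SD, cut at about 130% in these data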;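 note: raw ratio to IFN-gamma control signal so 100% means no change and 0% no light; values of inactives mirror those of a sister screen read the other way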
Hsp70 activator – Hsp70 transcriptional activators, primary screen, cell-based, HeLa, Hsp70 promoter luciferase, luminescence, 10 µM; HeLa Hsp70 promoter luciferase reporter; scaled: vehicle 0, proteasome-inhibitor control 100%; activation, % at 10 µM; actives 0.04% (n = 200,000); AID 1203, 2008;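 active = activation above the mean across all tested compounds plus 3 SD, cutoff set per campaign, cut at about 5.5% in these data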;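 note: 100% = MG132 at 30 µM as the positive control and 0% = DMSO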
FLuc inhib CS – firefly luciferase enzyme inhibitors, primary screen, artefact control for luciferase-based inhibitor screens, biochemical, luminescence, ATPLite. Luciferin 4-monooxygenase (Photinus pyralis), P08659. 10 min. inhibition, % at 10 µM. actives 1.5% (n = 200,000);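 active = inhibition above about 50% when tested at 10 µM, limit read from the data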
Target sequence (P08659 whole entry, looked up): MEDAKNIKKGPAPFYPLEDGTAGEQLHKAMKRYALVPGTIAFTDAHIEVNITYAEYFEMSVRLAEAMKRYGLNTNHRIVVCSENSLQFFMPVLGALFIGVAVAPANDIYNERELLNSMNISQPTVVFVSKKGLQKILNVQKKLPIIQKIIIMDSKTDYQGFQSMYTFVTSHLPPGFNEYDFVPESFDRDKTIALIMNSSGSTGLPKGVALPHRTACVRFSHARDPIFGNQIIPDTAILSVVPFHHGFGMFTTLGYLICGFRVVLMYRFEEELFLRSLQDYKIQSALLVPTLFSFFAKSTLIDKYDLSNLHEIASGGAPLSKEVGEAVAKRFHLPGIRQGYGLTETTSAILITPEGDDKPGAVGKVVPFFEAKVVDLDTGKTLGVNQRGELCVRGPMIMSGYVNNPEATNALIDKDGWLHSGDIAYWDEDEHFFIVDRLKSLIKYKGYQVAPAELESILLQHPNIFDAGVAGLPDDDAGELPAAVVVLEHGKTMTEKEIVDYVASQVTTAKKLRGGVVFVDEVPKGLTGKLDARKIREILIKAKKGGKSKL
FLuc act counter – FLuc activators, initial screening, artefact control for FLuc-dependent activation tests, biochemical, ATPlite luminescence. Luciferin 4-monooxygenase (Photinus pyralis), P08659. ATPlite luciferase biochemical, 10 min; 0 = ATP-free wells, 1 = DMSO control. activation factor at 10 µM. 200,000 tested, under 10 active. AID 1027, 2008;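 active = luciferase activation factor, scaled between plate controls, of at least 2 with compound at 10 µM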
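System: Luciferase/luciferin detection reagent, cell-free biochemical luciferase assay | Medium: PBS buffer for ATP | Dosing: Test compounds dosed from 2 mM stocks in 100% DMSO | Timing: 10 min at ambient temperature | Signal: Luminescence measurement of luciferase light output | Evaluation: Luciferase activation, seen as luminescence increase over controls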
Efa HMGR inh – inhibitors of E. faecalis class II HMGR, primary screen, biochemical, Enterococcus faecalis | inhibition, % at 10 µM | purified E. faecalis HMGR, NADPH absorbance 340 nm kinetic | actives 0.41% (n = 190,000) | HMG-CoA reductase (Enterococcus faecalis, mvaE);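 active = inhibition above a set limit, the median over all tested compounds plus 3 SD, cut at about 9.5% in these data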;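 note: enzyme runs in reverse so mevalonate oxidation gives rising NADPH absorbance; 0% = complete reaction with DMSO and 100% = background rate lacking mevalonate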
APP 5UTR inh – inhibitors of APP translation via 5'UTR reporter, primary screen, APP 5'UTR luciferase, SH-SY5Y cells; SH-SY5Y APP 5'UTR-luciferase reporter, luminescence; actives 0.82% (n = 190,000); inhibition, % at 2 µM; AID 1285, 2008;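 active = inhibition above a set limit, derived from the sample mean plus 3 SD, cut at about 45% in these data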; note: values of inactives mirror those of a sister screen read the other way
G6PDH counter – L. mesenteroides G6PDH inhibitors, counter-screen for G6PDH-coupled screening assays, biochemical, Leuconostoc mesenteroides enzyme. Purified L. mesenteroides G6PDH, diaphorase/resazurin coupled fluorescence, 45 min. inhibition, % at 5 µM. actives 0.12% (n = 200,000); in the data active = inhibition above about 50%
Numbers without * were called inactive; nt = not tested or not shown.

SMILES	NF-kB expr up	APP 5'UTR act	DTT redox prof	STAT1 act	Hsp70 activator	FLuc inhib CS	FLuc act counter	Efa HMGR inh	APP 5UTR inh	G6PDH counter
CCOC(=O)c1ccc(COc2nc3ccccc3nc2-c2ccccc2NC(C)=O)o1	1.1	6	0.4	97	0.1	-5	1.1	1	-6	4
COCCN(CCOC)S(=O)(=O)c1ccc(/C(O)=C(\C#N)c2nc3ccccc3[nH]2)cc1	1.2	14	-0.4	116	0.2	0	1	2	-14	-4
CCOC(=O)N1CCN(CC(O)COCc2ccc(OC)c(OC)c2)CC1 (centres undefined)	1	-2	-0.5	101	-0.3	-4	1	0	2	-2
S=C(NCc1cccnc1)Nc1ccc(Cl)c(Cl)c1	0.93	-4	1.2	94	-0.5	3	1	-10	4	18
CCC1CCCCN1C(=O)C1CC(c2cc(Cl)c(OC)cc2OC)=NO1 (centres undefined)	1.2	17	0.5	95	-0.3	-8	1.1	-1	-17	2
Cc1[nH][nH]c(=O)c1C=NCc1cccs1	0.97	14	-2.1	94	-0.2	-3	1	-3	-14	5
COc1ccc(-n2c(COc3cccc(C)c3)nnc2SCC(=O)NCc2ccco2)cc1	0.91	12	2.6	100	-0.3	6	0.9	-8	-12	2
O=C(O)CCCC(=O)Nc1ccc(OCc2nc3ccccc3s2)cc1	1.3	17	-0.5	115	-0.3	-2	1	-3	-17	6
Cc1cc(C)cc(OCCCC(=O)O)c1	1.2	-7	0.8	96	-0.1	0	1	-1	7	0
O=C(CCCCCNC(=O)c1ccccc1Br)N=Nc1c(O)[nH]c2ccccc12	1	3	0.3	102	-0.4	2	1	-2	-3	8
CCCOc1cc(C)c(Cl)cc1S(=O)(=O)N(CC)CC	1.1	15	5.3	94	-0.2	-7	1.1	5	-15	6
CN(C)c1nc(C(=O)Nc2ccccc2)nc(N(C)C)n1	1.3	3	0.5	97	0.1	-6	1.1	1	-3	-2
CCCCN(C(=O)CNC(=O)c1ccco1)C(C(=O)NC1CCCCC1)c1ccc(OC)cc1OC (centres undefined)	0.95	6	-0.2	87	-0.3	-9	1.1	0	-6	3
COc1ccc(C2CC(=O)C(C3NCCc4ccccc43)=C(O)C2n2cncn2)cc1 (centres undefined)	1.6	-5	-0.7	108	-0.2	1	1	-10	5	6
Cc1cccc2c(=O)c(Br)c(C)n(Cc3ccccc3)c12	1.1	2	0.5	100	-0.4	-3	1	-6	-2	8
CN1CCN(C(=O)c2cc(-c3ccco3)on2)CC1	1.2	14	0.2	101	-0.3	-2	1	1	-14	-2
Cc1c(NC(=O)c2ccc3c(c2)OCO3)cccc1-c1nc2ncccc2o1	0.98	12	-1.3	99	-0.3	5	1	5	-12	3
Brc1ccc(-c2csc(-c3ccncc3)n2)cc1	2	22	0.0	128	0.1	4	1	-4	-22	0
O=c1ccc(/C=C/c2ccccc2)nn1Cc1ccccc1Cl	1.3	19	0.0	92	-0.3	-6	1.1	-5	-19	2
O=C(CCc1nnc(-c2ccc3c(c2)OCO3)o1)N(Cc1ccncc1)CC1CCCO1 (centres undefined)	1.1	-6	-0.2	107	-0.4	0	1	-5	6	7
Cc1ccc(NC(=O)CSc2nnc(Cn3cnc4ccccc43)o2)cc1	1.2	-4	-0.5	105	0.2	-2	1	-1	4	15
Cc1cc(OCCn2cnc3ccccc3c2=O)ccc1[N+](=O)[O-]	1.1	-9	0.1	109	-0.2	-6	1.1	1	9	9
Cc1c(/C=N\NC(=O)c2ccc([N+](=O)[O-])cc2)cnn1C	1.2	11	-0.1	96	-0.1	-1	1	0	-11	2
O=C(C1CCCO1)N(Cc1ccccc1)c1ccccc1 (centres undefined)	0.93	2	0.6	97	0.0	-3	1	1	-2	16

Fetched by structure from the list above (two):
SMILES	NF-kB expr up	APP 5'UTR act	DTT redox prof	STAT1 act	Hsp70 activator	FLuc inhib CS	FLuc act counter	Efa HMGR inh	APP 5UTR inh	G6PDH counter
CCCCN(C(=O)CNC(=O)c1ccco1)C(C(=O)NC1CCCCC1)c1ccc(OC)cc1OC (centres undefined)	0.95	6	-0.2	87	-0.3	-9	1.1	0	-6	3
O=C(CCc1nnc(-c2ccc3c(c2)OCO3)o1)N(Cc1ccncc1)CC1CCCO1 (centres undefined)	1.1	-6	-0.2	107	-0.4	0	1	-5	6	7

Other compounds:
SMILES	NF-kB expr up	APP 5'UTR act	DTT redox prof	STAT1 act	Hsp70 activator	FLuc inhib CS	FLuc act counter	Efa HMGR inh	APP 5UTR inh	G6PDH counter
C/C=C/c1ccc(OCC(=O)OCc2csc(Nc3ccc(C)cc3)n2)c(OC)c1	1.8	10	0.0	110	-0.2	19	0.8	-6	-10	-9
c1ccc(-n2c(Sc3cnccn3)nnc2-c2cccs2)cc1	1.1	6	-1.5	95	0.1	-6	1.1	-1	-6	7
C=CCn1c(N)c(C(=O)Nc2cccc(C)c2)c2nc3ccccc3nc21	0.65	10	1.6	111	0.0	-6	1.1	-2	-10	9
CCCCCC(=O)Nc1ccc(C(=O)N/N=C/c2ccc([N+](=O)[O-])cc2)cc1	1.1	-6	-0.2	107	-0.1	-8	1.1	-3	6	-20
CCC1Oc2ccccc2N(CC(=O)NCc2ccco2)C1=O (centres undefined)	1.2	13	-0.8	93	-0.2	-4	1	41*	-13	12
COc1ccccc1N1CCN(C(c2ccccn2)c2nnnn2C2CCCCC2)CC1 (centres undefined)	1.1	16	-1.7	93	-0.2	-4	1	-2	-16	8
COc1ccc(CCN(C)c2ccc(S(=O)(=O)N3CCCC3)cc2[N+](=O)[O-])cc1OC	0.88	4	0.2	89	-0.4	-15	1.1	2	-4	-3
S=C(NCc1ccccn1)Nc1ccc(Cl)cc1	1.2	11	1.5	96	0.2	0	1	-1	-11	2
CCOC(=O)/C=c1\s/c(=C\c2ccc(C#N)cc2)c(=O)n1CC(=O)NCc1ccco1	1.2	-14	-0.7	96	0.8	-8	1.1	-7	14	-1
CCOC(=O)N1CCN(C(=O)CSc2nnc(Cn3c(=O)sc4ccccc43)n2C)CC1	0.91	-7	0.2	97	0.0	-5	1	-8	7	-2
COc1ccc(/C=N/NC(=O)c2cc(C34CC5CC(CC(C5)C3)C4)[nH]n2)cc1O	0.98	-6	-0.9	103	0.0	-4	1	2	6	-54
COc1ccc(C2C(C(=O)N3CCN(c4ccccn4)CC3)CCC(=O)N2c2ccc(OC)cc2)cc1 (centres undefined)	1.2	19	-2.6	105	-0.1	-1	1	1	-19	18
Oc1ccc(Br)cc1-c1cc(-c2ccc(Cl)cc2)n[nH]1	1.2	4	0.2	98	-0.2	3	1	-2	-4	0
COc1ccc(OC)c(NC(=O)C(=O)NCc2ccncc2)c1	1.2	-5	-0.2	101	0.1	-2	1	-2	5	2
CC(NC(=O)COC(=O)CC(c1ccccc1)c1ccccc1)c1ccccc1 (centres undefined)	0.69	8	0.4	95	0.0	-6	1.1	-3	-8	-7
COc1cccc(-n2cc(CN(C)Cc3nc(Cc4ccccc4)no3)cn2)c1	1.2	-13	-1.1	101	-0.2	-5	1	-2	13	3
COc1ccc(C(=O)O)cc1S(N)(=O)=O	1.2	-4	-1.4	104	-0.2	-5	1	-1	4	4
NC(=O)NCCN1CCN(c2ncc(C(F)(F)F)cc2Cl)CC1	0.98	-5	0.1	99	0.1	-5	1.1	-12	5	0
Cc1nc2nc(SCC(=O)NCCN3CCOCC3)nn2c(C)c1Cc1ccccc1	0.71	15	0.1	101	-0.3	-1	1	-2	-15	18
CCNc1nc(NCC)nc(C(=O)Nc2ccccc2)n1	0.89	17	2.1	102	0.5	-6	1.1	0	-17	3
CN(C)NC1CCS(=O)(=O)C1 (centres undefined)	1.1	10	-1.0	95	0.0	1	1	-1	-10	-8
CC(C)(C)c1ccc(-c2nnc(NC(=O)c3ccccc3)s2)cc1	1.1	6	-1.2	113	-0.2	6	0.9	-2	-6	9
Nc1nnc(CCS(=O)(=O)c2ccc(Cl)cc2)s1	0.85	16	-1.0	92	-0.3	-6	1.1	0	-16	4
Cc1nc2ccc(NC(=O)c3cccc(C(F)(F)F)c3)cc2o1	1.5	1	0.9	95	-0.1	-2	1	-3	-1	-2
O=C(N/N=C/C1CC=CCC1)c1cc(-c2cccnc2)nc2ccccc12 (centres undefined)	0.97	-17	0.1	93	-0.1	-1	1	0	17	-2
CS(=O)(=O)N1CCC(C(=O)Nc2ccc(F)cc2F)CC1	1.2	-7	-2.2	99	0.1	0	1	2	7	4
CN(Cc1nc(CC2CC2)no1)CC12CC3CC(CC(C3)C1)C2	1.2	-8	-1.0	112	-0.5	-7	1.1	-8	8	0
O=C(CSc1nnc(-c2ccccc2Br)o1)N1CCN(C(=O)c2ccco2)CC1	1	-9	0.0	106	-0.3	0	1	-2	9	5
CC(=O)NC(NC(=S)N1CCCCCC1)C(Cl)(Cl)Cl (centres undefined)	nt	1	-1.7	100	-0.2	-7	1.1	0	-1	2
Clc1ccc2c(N/N=C/c3cccnc3)ccnc2c1	1.3	11	0.0	106	0.1	3	1	0	-11	-3
CC(C)CC(=O)CC1(O)C(=O)Nc2ccccc21 (centres undefined)	1.1	-3	0.6	102	-0.3	-6	1.1	-5	3	27
C#CCn1c(S(=O)(=O)Cc2ccccc2Cl)nc(-c2ccccc2)c1-c1ccccc1	1.6	1	-1.9	98	-0.3	0	1	4	-1	-7
COc1ccccc1NC(=S)NNC(=O)c1c(Cl)c(C)nn1C	1.3	19	-6.8	106	-0.1	25	0.7	0	-19	2
COc1ccccc1C(=O)NCc1n[nH]c(=S)n1Cc1ccccc1	0.98	133	-0.9	104	-0.1	2	1	8	-133	-4
Cc1cc(C)c(OCCN2C(=O)NC(C)(C)C2=O)c(Cl)c1	1.2	12	0.7	94	0.0	-1	1	-2	-12	13
CC(C)OC(=O)CSc1nnc(Cc2ccccc2)n1CC1CCCO1 (centres undefined)	0.88	9	3.1	97	-0.3	-6	1.1	-4	-9	8

Compound profiles (already shown). Values in the order: NF-kB expr up, APP 5'UTR act, DTT redox prof, STAT1 act, Hsp70 activator, FLuc inhib CS, FLuc act counter, Efa HMGR inh, APP 5UTR inh, G6PDH counter
Cc1nc2ccc(NC(=O)c3cccc(C(F)(F)F)c3)cc2o1 as listed: 1.5, 1, 0.9, 95, -0.1, -2, 1, -3, -1, -2
O=C(N/N=C/C1CC=CCC1)c1cc(-c2cccnc2)nc2ccccc12 (centres undefined) as listed: 0.97, -17, 0.1, 93, -0.1, -1, 1, 0, 17, -2

Further structures follow.
SMILES	NF-kB expr up	APP 5'UTR act	DTT redox prof	STAT1 act	Hsp70 activator	FLuc inhib CS	FLuc act counter	Efa HMGR inh	APP 5UTR inh	G6PDH counter
COc1ccc(NC(=O)C2CCCN2S(=O)(=O)c2ccc3c(c2)CCC(=O)N3)cc1 (centres undefined)	1.1	0	-1.0	97	-0.2	-7	1.1	1	0	14
COc1ccccc1CC(=O)NNC(=O)c1cccs1	1	1	0.0	104	-0.5	-3	1	-1	-1	-7
Cc1ccccc1OCC(=O)Nc1sc2c(c1C#N)CCC2	1.4	24	0.5	110	-0.3	-3	1	2	-24	-39
O=C1NCCCN1Cc1ccc(F)cc1	0.97	nt	8.1	100	-0.3	-6	1.1	1	nt	6
